APOBEC3A inh – human APOBEC3A DNA deaminase inhibition; P31941; recombinant A3A, FAM/TAMRA ssDNA deamination fluorescence; inhibition, % at 20 µM; 330,000 tested, 0.41% active;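 active = at least 40% inhibition at 20 µM here, with at most 30% in a related deaminase screen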;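 note: plate controls were A3A with DMSO for no effect and wells lacking A3A enzyme for full effect; some results filed as inactive read as strong as hits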
Target sequence (P31941 whole entry, looked up): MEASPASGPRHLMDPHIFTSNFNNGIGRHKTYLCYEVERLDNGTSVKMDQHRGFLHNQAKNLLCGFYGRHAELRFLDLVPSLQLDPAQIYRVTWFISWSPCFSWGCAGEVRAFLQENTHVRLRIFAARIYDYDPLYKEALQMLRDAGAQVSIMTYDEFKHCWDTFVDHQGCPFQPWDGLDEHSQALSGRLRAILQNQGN
NLRP3 yeast inh – inhibitors of NALP3 inflammasome in yeast; Yeast reconstituted NLRP3/ASC/caspase-1, beta-gal luminescence, 24 h; inhibition, % at 10 µM; 330,000 tested, 0.39% active;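 active = inhibition of 50% or more; inactive = inhibition below 50%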;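 note: plate controls were induced DMSO wells for no effect and uninduced yeast grown without galactose for full effect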
hIAP inh – blocks human intestinal alkaline phosphatase | inhibition, % at 10 µM | AID 2544 | purified IAP, CDP-Star luminescence, 30 min | 330,000 tested, 0.12% active | P09923;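 active = inhibition reaching a set limit with compound at 10 µM in the primary screen, cut at about 35% in these data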;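 note: plate controls were DMSO wells with enzyme for no effect and no-enzyme buffer wells for full effect; values of inactives mirror those of a sister screen read the other way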
Target sequence (P09923 whole entry, looked up): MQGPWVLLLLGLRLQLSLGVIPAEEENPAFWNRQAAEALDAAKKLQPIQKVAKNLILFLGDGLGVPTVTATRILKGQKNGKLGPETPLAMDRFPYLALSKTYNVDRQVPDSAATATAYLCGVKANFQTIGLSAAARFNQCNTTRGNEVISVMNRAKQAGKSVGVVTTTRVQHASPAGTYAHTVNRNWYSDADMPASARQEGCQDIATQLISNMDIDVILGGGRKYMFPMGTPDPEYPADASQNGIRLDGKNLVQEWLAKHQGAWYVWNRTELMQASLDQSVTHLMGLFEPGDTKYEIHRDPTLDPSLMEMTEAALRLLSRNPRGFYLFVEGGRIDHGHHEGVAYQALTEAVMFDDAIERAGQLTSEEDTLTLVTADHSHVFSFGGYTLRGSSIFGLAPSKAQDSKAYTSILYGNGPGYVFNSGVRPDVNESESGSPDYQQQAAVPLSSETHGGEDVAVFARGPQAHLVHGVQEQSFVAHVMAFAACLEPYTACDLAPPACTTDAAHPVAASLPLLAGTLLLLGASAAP
MIN6 prolif – MIN6 beta-cell proliferation induction; MIN6 cells proliferation, ATPlite luminescence, 48 h; cells starved in 0.2% serum; 100% = growth in 10% serum; proliferation, % at 10 µM; 330,000 tested, 0.29% active; AID 2380;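 active = compounds whose signal lies at least 3.5 SD above the mean of all wells on their plate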;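 note: 0% = DMSO-treated cells in low-serum medium and 100% = 10% serum control; some compounds called inactive have numbers as strong as hits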
APOBEC3G inh – inhibitors of human APOBEC3G DNA deaminase; Q9HC16; recombinant A3G, ssDNA deamination FAM/TAMRA fluorescence; inhibition, % at 20 µM; 330,000 tested, 0.28% active; AID 493012;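 active = inhibition of at least 40% at 20 µM, with no more than 30% in the related APOBEC3A deaminase screen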;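 note: plate controls were DMSO wells with A3G for no effect and wells lacking A3G enzyme for full effect; some compounds called inactive have numbers as strong as hits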
Target sequence (Q9HC16 whole entry, looked up): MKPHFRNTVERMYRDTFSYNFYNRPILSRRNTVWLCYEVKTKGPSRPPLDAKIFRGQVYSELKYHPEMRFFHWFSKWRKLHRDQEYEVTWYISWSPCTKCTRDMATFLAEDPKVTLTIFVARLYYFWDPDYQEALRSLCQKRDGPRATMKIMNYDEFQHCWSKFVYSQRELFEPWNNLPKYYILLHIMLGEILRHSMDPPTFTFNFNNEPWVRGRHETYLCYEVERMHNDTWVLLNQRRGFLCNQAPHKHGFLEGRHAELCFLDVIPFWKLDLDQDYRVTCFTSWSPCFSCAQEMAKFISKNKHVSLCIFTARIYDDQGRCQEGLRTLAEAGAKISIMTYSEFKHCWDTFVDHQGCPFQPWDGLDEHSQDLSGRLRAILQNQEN
tim10-1 inh – growth inhibitors of tim10-1 mutant yeast. 330,000 tested, 2.2% active. S. cerevisiae tim10-1 ts strain growth, BacTiter-Glo, 24 h. inhibition, % at 20 µM;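 active = inhibition of at least 40%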;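 note: mutant grown at 25 °C; 0% = DMSO wells with yeast and 100% = wells holding no yeast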
mIAP block – mouse IAP inhibition; inhibition, % at 10 µM; AID 2806; purified mouse IAP, CDP-Star luminescence, 30 min; 330,000 tested, 0.2% active;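 active = inhibition of at least 40% at 10 µM in the primary screen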;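 note: plate controls were DMSO with enzyme for no effect and no enzyme wells for full effect; values of inactives mirror those of a sister screen read the other way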
TIM10 inh – TIM10 yeast growth inhibition; S. cerevisiae TIM10 strain growth, BacTiter-Glo luminescence, 24 h; inhibition, % at 10 µM; 330,000 tested, 1.4% active; AID 463195;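 active = inhibition of 40% or more at the single tested concentration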;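 note: wild-type TIM10 isogenic control strain grown at permissive 25 °C; 0% = DMSO yeast wells and 100% = minimal medium wells without yeast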
mIAP activ – mouse IAP activation. muIAP, CDP-Star luminescence, 30 min; active compounds read high; 1 = vehicle-only enzyme signal, 0 = enzyme-free wells. activation factor at 10 µM. 330,000 tested, 0.24% active. AID 2805;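 active = activation factor of at least 2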; note: the source names both 10 and 20 µM as test concentration; values of inactives mirror those of a sister screen read the other way
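Assay system: mouse IAP enzyme / Compound: DMSO-dissolved test compounds / Timing: 30 min, room temperature / Measured by: luminescence from enzymatic CDP-Star hydrolysis / Control set: DMSO-only wells, enzyme-free buffer wells as negative control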
* = called active by the depositor; · = no result given.

SMILES	APOBEC3A inh	NLRP3 yeast inh	hIAP inh	MIN6 prolif	APOBEC3G inh	tim10-1 inh	mIAP block	TIM10 inh	mIAP activ
Cc1ccc(S(=O)(=O)CCC(=O)OCC(=O)Nc2ccc(N3CCOCC3)cc2)cc1	-4	4	0	4	-4	14	5	4	0.95
COc1ccccc1C(=O)NCCC(=O)NC(C)CCc1ccccc1 (stereo not given)	3	16	3	1	19	10	-11	5	1.1
CCOC(=O)CNC(=O)CSc1ncnc2c1cnn2-c1ccc(OC)cc1	3	27	11	0	4	12	5	2	0.95
CC(C(=O)Nc1cccc(Br)c1)c1ccc([N+](=O)[O-])cc1 (stereo not given)	-2	19	-7	-5	-3	37	8	35	0.92
COc1ccc(NC(=S)N2CCN(Cc3ccc(C)cc3)CC2)cc1	-1	18	-5	2	-1	10	-7	2	1.1
CCCS(=O)(=O)N1CCN=C1SCc1cccc2ccccc12	1	26	12	2	-5	28	2	-2	0.98
COc1ccccc1/C=C/C1=NC(=C\N(C)C)/C(=O)O1	-4	14	-22	-3	8	21	-9	-2	1.1
CC(C)c1csc(CN2CCC(CO)(Cc3ccccc3)CC2)n1	0	40	-9	-2	-4	11	-2	2	1
Cc1nnc2ccc(-c3ccc(NC(=O)c4ccco4)cc3)nn12	11	-6	2	-5	11	-13	1	5	0.99
Cc1ccccc1C(=O)Nc1ccc2c(c1)nc(CCNC(=O)c1ccco1)n2C	-3	2	-5	-3	-5	0	4	-3	0.96

The final 2 records of the section above lead into the next:
SMILES	APOBEC3A inh	NLRP3 yeast inh	hIAP inh	MIN6 prolif	APOBEC3G inh	tim10-1 inh	mIAP block	TIM10 inh	mIAP activ
Cc1nnc2ccc(-c3ccc(NC(=O)c4ccco4)cc3)nn12	11	-6	2	-5	11	-13	1	5	0.99
Cc1ccccc1C(=O)Nc1ccc2c(c1)nc(CCNC(=O)c1ccco1)n2C	-3	2	-5	-3	-5	0	4	-3	0.96
Cc1ccc(Cn2cc(C(=O)NN)c(=O)c3ccc(F)cc32)cc1	1	15	5	0	-10	14	11	10	0.89
COC(=O)Cc1ccc(NC(=S)N2CCN(c3cc(Cl)ccc3C)CC2)cc1	1	10	-16	-2	0	2	-16	5	1.2
C#CCOc1ccc(C2C(C#N)=C(N)Oc3cc(O)ccc32)cc1 (stereo not given)	6	14	-44	3	-7	22	0	1	1
CC(C)(C)NC(=O)COC(=O)CCC(=O)c1ccc(F)cc1	4	17	-12	-4	-6	11	5	1	0.95
COc1ccc(CNc2ncnc3ccccc23)cc1	0	33	2	-4	-11	-28	1	3	0.99
COc1cccc(NS(=O)(=O)c2c(C(=O)N3CCCCCC3)c(C)n(C)c2C)c1	-1	13	-14	1	-2	15	-6	0	1.1
COc1ccc(CNC(=O)c2ccc(Cn3nc(C)c([N+](=O)[O-])c3C)o2)cc1	1	10	5	1	-2	-2	-11	-11	1.1
O=C1OCCN1C(=O)[C@H]1[C@H](c2ccc(F)cc2)C(c2ccccc2)=NN1c1ccc(Br)cc1	3	·	·	·	4	22	5	17	0.95
COc1cccc(OCC(O)CN(CCO)Cc2ccccc2)c1 (stereo not given)	-2	10	-6	-1	-3	8	-9	3	1.1
COc1ccc(OC)c(C(=O)COC(=O)c2c(OC)cccc2OC)c1	-2	1	19	-1	-3	9	-10	11	1.1
COC(=O)[C@@]1(Cc2ccc(F)cc2)[C@H]2c3cc(C(=O)N4CCCC4)n(CCc4ccc(O)c(O)c4)c3C[C@H]2CN1C(=O)c1ccccc1	1	10	-3	-9	-3	23	9	1	0.91
CC(=O)Nc1ccc(Nc2ncnc3c2cnn3-c2cccc(C)c2)cc1	1	0	25	0	-3	6	-7	9	1.1
O=C(Cn1nnc2ccccc2c1=O)N1CCCc2ccccc21	0	-7	9	-1	-8	5	8	11	0.92
COCCCn1c(=O)c2ccccc2n(Cc2cc(C(=O)OC)ccc2OC)c1=O	-6	14	-21	-1	-1	5	5	9	0.95
COc1ccc(C2=CC(=O)C[C@H](c3ccc(F)cc3)C2)cc1OC	0	23	5	0	-10	5	12	6	0.88
O=C(Cn1ncc2c(=O)oc3ccccc3c21)NCC1CCCO1 (stereo not given)	-1	7	-11	-1	-5	-19	5	-8	0.95
Cc1cnnn1-c1ccc([N+](=O)[O-])cc1	-1	7	15	-1	-5	1	2	-1	0.98
CN(Cc1ccc(F)cc1)C(=O)c1cccc(S(=O)(=O)N2CCN(c3ccccc3)CC2)c1	-1	19	-5	-2	-2	29	8	26	0.92
O=C(COC(=O)/C=C/c1cccc([N+](=O)[O-])c1)NCc1ccc2c(c1)OCO2	-1	10	16	1	-10	-2	6	11	0.94
CCOP(=O)(c1ccc(N(C)C)cc1)C(O)c1ccc(C)cc1 (stereo not given)	0	-3	11	-2	-3	19	0	-11	1
CC(=O)c1cc(-c2ccccc2)n(CCC(=O)NCc2cccs2)c1C	0	21	10	1	4	22	-4	-13	1
Cc1nnsc1C(=O)NC1CCCCC1	0	10	14	2	-2	-7	-5	-1	1.1
N#Cc1ccc(-c2ccc(Cl)cc2)nc1SCC(=O)c1cccc(Cl)c1	-2	17	-15	-4	-7	28	-4	-33	1
COC(=O)c1cn(C(=O)c2cc(Br)ccc2Cl)c2ccccc12	2	-2	-4	-2	-5	2	9	-1	0.91
COCc1ccc(CN2CCC(C(=O)Nc3cccc(-c4cscn4)c3)CC2)o1	-1	4	-33	0	-4	-2	-12	-2	1.1
COc1ccc(-c2csc3ncnc(N4CCN(S(=O)(=O)c5ccc(C)c(C)c5)CC4)c23)cc1	3	26	13	-3	-4	15	4	7	0.96
COc1ccc(-c2nnc(SCC(=O)N3CCCCC3)o2)c(OC)c1	3	22	-9	0	0	7	-2	5	1
Cc1occc1C(=O)N(C)Cc1nc(-c2ccccc2)no1	-3	29	1	0	-7	-12	9	-1	0.91
CCOC(=O)C1=C(C)N(CCCC(=O)O)C(=O)NC1c1ccccc1OC(=O)c1cccs1 (stereo not given)	-1	-1	11	2	-4	10	-15	13	1.1
COc1ccc(-c2cc(N)n(CCC#N)n2)c(OC)c1	1	4	-8	-1	-3	11	0	-12	1
COc1ccc(NC(=O)C/C(C)=N/NC(=O)c2cnccn2)c(OC)c1	-1	17	-15	-2	-11	7	-1	2	1
Cc1ccc(NC(=O)CCc2nnc3ccc(N4CCC(C)CC4)nn23)nc1	-4	4	-2	-3	-2	15	8	24	0.92
CCOc1ccc(S(=O)(=O)Nc2ccc(C(=O)N3CCCC3)cc2)cc1	-3	2	-36	-3	-3	6	1	7	0.99
Cc1ccc(C(C(=O)NCc2ccccc2)N(Cc2ccco2)C(=O)c2snc(C(N)=O)c2N)o1 (stereo not given)	5	15	8	0	3	12	2	8	0.98
CCCCn1c(N)c(N(CCOC)C(=O)c2ccc(C)o2)c(=O)[nH]c1=O	5	22	2	-1	-1	5	1	-5	0.99
O=C(CCN1C(=O)c2ccccc2C1=O)NCc1ccccc1	-6	3	-6	0	-5	24	-1	2	1
Cc1cc(C)n2nc(N)c(N=Nc3ccccc3)c2n1	1	38	10	3	-1	24	10	1	0.91
CCOc1ccc(Cl)cc1CSc1n[nH]c(C)n1	-1	10	-11	0	-6	13	1	16	0.99
Cc1onc(-c2ccccc2)c1C(=O)N/N=C/c1cccs1	1	-6	10	6	-1	1	0	22	1
O=C1NCCN1CCN1C(=O)c2ccccc2NC1c1ccccc1 (stereo not given)	-4	25	7	-2	-6	12	14	11	0.86
COC(=O)[C@@]1(C)[C@H]2C(=O)N(Cc3ccccc3)C(=O)[C@H]2[C@H]2CN=C(SCc3ccccc3)N21	-1	·	·	·	-1	12	-6	-13	1.1
O=C1CC(SCc2nc3ccccc3[nH]2)C(=O)N1c1ccc(F)cc1 (stereo not given)	-2	-4	9	-1	-2	24	11	22	0.89
CCN(CC)CCn1c(=N)n(CC(=O)c2ccc(C)cc2)c2ccccc21	-7	18	-3	-4	-4	-8	41*	-9	0.59
CC(C)n1nnnc1SCC(=O)NCc1cccs1	1	14	9	2	2	16	4	2	0.96
NCCCNCCCCNCCCN	1	19	19	-2	-2	25	-11	27	1.1
COc1ccc(NC(=O)c2cccc(C#N)c2)cc1NS(=O)(=O)c1ccc(F)cc1	-3	-1	-9	1	-3	23	-3	-3	1
Cc1ccc(S(=O)(=O)N2CCN(C(=O)CCCN3C(=O)NC4(CCCC4)C3=O)CC2)cc1C	10	10	11	2	-4	3	-8	8	1.1
CCn1c(SCC(=O)NC2CC2)nnc1-c1ccc(C)cc1	-1	11	25	-1	-8	-2	-7	-3	1.1
CCOC(=O)C1CCN(C(=O)COc2ccc(Cl)cc2Cl)CC1	4	20	1	3	-7	7	-3	-18	1
O=C(/C=C/c1ccc2c(c1)OCO2)c1cccnc1	-4	16	14	-3	-10	23	-3	-25	1

Additional structures
SMILES	APOBEC3A inh	NLRP3 yeast inh	hIAP inh	MIN6 prolif	APOBEC3G inh	tim10-1 inh	mIAP block	TIM10 inh	mIAP activ
c1ccc2c3c([nH]c2c1)-c1[nH]ncc1CC3	-3	24	-5	-2	1	13	5	3	0.95
CCN(CC)CCN(Cc1cc2cc3c(cc2[nH]c1=O)OCO3)C(=S)NCCCOC	-4	26	-10	-4	2	-11	22	5	0.78
O=C(Cn1nnc2c(cnn2-c2ccc(F)cc2)c1=O)Nc1ccccc1C(F)(F)F	5	23	-10	-1	-3	20	-8	8	1.1
Cc1oc(S(=O)(=O)N2CCCCC2)cc1NC(=O)Nc1ccc(Cl)cc1	-2	14	-35	-4	-8	5	-156	13	2.6*
CC12CCC(C(=O)N(CSC(=S)N/N=C\c3ccccc3)C1=O)C2(C)C (stereo not given)	-4	22	-29	-2	-9	36	-3	58*	1
CC1(C)c2[nH]c3ccccc3c2C[C@H]2C(=O)N(Cc3ccccc3)C(=O)N21	2	25	10	-3	4	13	2	23	0.98
CSCC[C@H](NC(=O)N1CCn2c1nc1ccccc12)C(=O)NCC1CCCO1 (stereo not given in full)	-2	11	-32	1	-2	14	-1	-2	1
Cc1nccc2oc(=O)c(NC(=O)c3ccc(Cl)cc3)cc12	0	16	-12	-2	-5	13	0	-14	1
CC1CCCN(C(=O)c2ccc(OC3CCN(CCc4ccccc4)CC3)cc2)C1 (stereo not given)	-7	9	11	-4	-7	13	4	12	0.95
COc1ccc(S(=O)(=O)N2CCCC2CNC(=O)C(=O)NCc2ccccn2)cc1 (stereo not given)	1	10	-8	-1	-9	2	7	-1	0.93
COc1ccccc1-c1cc(=O)c2c(O)ccc([N+](=O)[O-])c2o1	-3	27	3	-4	-11	-29	6	-2	0.94
CC(CCc1ccccc1)NC(=O)c1ccccc1Cl (stereo not given)	2	16	0	0	-2	0	0	-6	1
COC(=O)[C@@]1(Cc2ccc(OC)cc2)[C@H]2c3cc(C(=O)N4CCCC4)n(CCn4cc([N+](=O)[O-])nc4C)c3C[C@H]2CN1C(=O)c1ccccc1	1	8	-4	3	-8	5	14	12	0.86
NC(=O)c1ccc[n+](CC(=O)c2ccc(F)cc2)c1	-1	16	2	-3	-8	2	2	2	0.98
O=C1C2CCCN2C(c2ccccc2F)N1c1cccc(Cl)c1 (stereo not given)	-1	7	-2	4	-9	-2	10	-3	0.91
Cc1ccc(N2C=Nc3ccc(C)c4nc(C)cc2c34)cc1	-1	18	-9	-1	-6	17	-4	8	1
COc1cc(C(=O)Nc2scc(-c3ccc(C)cc3)c2C(=O)O)cc(OC)c1OC	-6	15	3	-2	-7	4	-2	9	1
Cc1nn(C)cc1CNC(=O)Nc1ccc(Br)cc1Cl	-1	11	2	-2	-4	11	-28	9	1.3

Compound activity deposited in PubChem by Sanford-Burnham Center for Chemical Genomics.

Hits appear at their usual frequency. About 4.6% of those tested had a hit in this group.
